High-throughput results deposited in PubChem BioAssay by several laboratories.
KCNQ1 act: potentiates or activates the human KCNQ1 potassium channel. P51787. CHO-K1 KCNQ1, thallium flux FluxOR fluorescence; stronger effect = higher value. B-score at 10 µM. 0.35% of 310,000 active. AID 2648;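 active means fluorescence ratio B-score, a plate-corrected score, at least three library SD, with initial intensity B-score within 5 SD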
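assay system = KCNQ1-transfected CHO-K1 cells | medium = assay buffer with matched DMSO | probe or stimulus = depolarizing K+/Tl+ stimulus, K2SO4 and Tl2SO4 each 12.5 mM in 5x stock | dosing = single dose | incubation = dye 90 min, compound 20 min, room temperature | detection = kinetic FluxOR fluorescence, 10 s baseline plus 110 s post-stimulus | evaluation = ratio B score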
KCNK9 inh: inhibitors of human KCNK9 two-pore domain potassium channel | HEK293 KCNK9, FluxOR thallium flux fluorescence; stronger effect = lower value | B-score at 10 µM | 1.2% of 310,000 active | AID 488922;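 active means ratio B-score over 3 SD below the library mean, with starting fluorescence within 5 SD of its mean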;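 further: negative B-score means less thallium flux so channel inhibition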
hERG rescue: hERG (human) protection from proarrhythmic block; activation (rescue from dofetilide block), less the hit threshold, % at 10 µM; Q12809; AID 1511; CHO-hERG, FluxOR thallium flux, dofetilide IC70 present; 0.51% of 310,000 active;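 active means activation above the mean of controls blocked by dofetilide plus 5 SD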;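 further: thallium influx through hERG after potassium depolarization seen as dye fluorescence rise; in these data hits start at about 4.7%; inactives centre near -7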
PolyA inh: inhibitors of polyadenylation in S. cerevisiae | S. cerevisiae SKY197-pL101 polyadenylation reporter, beta-gal luminescence; efflux-impaired pdr1/pdr3 knockout yeast; score 100 = 6 SD above DMSO | calls only at 12 µM | 0.02% of 300,000 active;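 active means lowest replicate activity score at least 50, where 100 means six control SD above control mean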;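 further: yeast exposed to compound for 9 h at 30 °C; higher score means more reporter readthrough which indicates perturbed polyadenylation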
TRPC4 agonist: TRPC4 (mouse) channel activation; HEK293 TRPC4beta/mu-opioid, Fluo4 calcium fluorescence; stronger effect = higher value; B-score at 10 µM; 0.49% of 310,000 active; AID 2237;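 active means B-score above 5 SD of library B-scores, and initial fluorescence ratio not above library mean plus 5 SD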;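 further: positive B-score marks a calcium rise read as TRPC4 activation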
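Assay system – TRPC4beta and mu-opioid receptor HEK293 stable cells · Measured by – Fluo4 fluorescence, kinetic · Schedule – dye loading 45 min room temperature, 110 s kinetic read · Read-out – B-scored integrated calcium fluorescence ratio · Controls – buffer and maximal DAMGO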
Dyrk1A ADPGlo: inhibitors of rat Dyrk1A kinase | inhibition, % at 12.5 µM | Q63470 | 0.43% of 310,000 active | ADP-Glo luminescence, NFATc1 peptide | AID 504441; in the data active means inhibition above about 50%;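 further: plate controls were vehicle with enzyme for no effect and no enzyme for full effect; many of its hits are not listed in these tables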
KCNQ1 block: blocks the human KCNQ1 potassium channel; P51787; CHO-K1 KCNQ1, FluxOR thallium flux fluorescence; stronger effect = higher value; B-score at 10 µM; 1.3% of 310,000 active;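 active means compounds whose thallium flux B-score, printed positive for inhibition, exceeds three library SD while starting fluorescence stays within three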;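 further: channel opened by potassium depolarization with thallium stimulus after 20 min compound exposure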
KCNK3 block: human KCNK3 channel inhibition, primary screen; O14649; CHO-KCNK3 thallium flux, FluxOR fluorescence; stronger effect = lower value; B-score at 10 µM; 0.84% of 340,000 active;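 active means B-score under library mean minus 4 SD, starting fluorescence ratio at most library mean plus 5 SD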;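 further: more negative B-score means stronger inhibition of thallium flux through KCNK3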
TRPC4 block: TRPC4 (mouse) channel inhibition. Q9QUQ5. HEK293 TRPC4beta/mu-opioid, DAMGO-evoked Fluo4 calcium flux; stronger effect = lower value. B-score at 10 µM. 0.39% of 300,000 active. AID 2247;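 active means B-score over 3 SD under the library average, no early fluorescence shift, positive overall ratio signal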
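Material: HEK293 cells with stable TRPC4beta plus mu-opioid receptor expression / Probe or stimulus: DAMGO in two steps, submaximal then maximal / Compound: single concentration per test compound / Technique: kinetic Fluo4 fluorescence imaging of calcium influx / Read-out: per-well B score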
TRPC4 potent: allosteric potentiators of mouse TRPC4 channel. B-score at 10 µM. HEK293 TRPC4beta/mu-opioid, DAMGO EC20, Fluo-4 Ca2+ flux; stronger effect = higher value. Q9QUQ5. 0.42% of 310,000 active. AID 2227;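 active means B-score of calcium response area above 5 SD of library B-scores, with initial fluorescence ratio within 5 SD of library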;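 further: B-score of integrated fluorescence ratio over time as area under calcium response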
Platelet DG rel: modulates dense granule release in human platelets. human platelet-rich plasma, SFLLRN dense granule ATP release, luminescence. 0.22% of 300,000 active. inhibition, %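 (compounds screened at 7.5 µM in platelet-rich plasma)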. AID 1663;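 active means mean replicate score, as percent of positive control, at or above 50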
* marks the source's active call; other numbers are inactive results; i = inactive; . = not tested or not shown; & = joins results of further samples.

Below each SMILES: KCNQ1 act | KCNK9 inh | hERG rescue | PolyA inh | TRPC4 agonist | Dyrk1A ADPGlo | KCNQ1 block | KCNK3 block | TRPC4 block | TRPC4 potent | Platelet DG rel
- COc1ccc(OC)c(NC(=S)N(CCc2c(C)[nH]c3ccccc23)Cc2cccs2)c1
→ i | -9.1* | -8 | i | i | 1 | i | i | i | i | -24
- O=C(CCc1nnc(CCCc2ccccc2)o1)NCCc1ccccc1
→ i | i | -10 | i | i | -3 | i | i | i | i | 2
- CN1CCN(C(=O)c2ccccc2NC(=O)c2ccccc2Br)CC1
→ i | i | -5 | i | i | -3 | i | i | i | i | 5
- COc1ccc(C(=O)Nc2ccc3c(c2)nc(CN2CCCC2)n3C)cc1
→ i | i | -5 | i | i | . | i | i | i | i | 1
- COc1ccccc1NC(=O)Nc1ccc(N2CCOCC2)cc1
→ i | i | -11 | i | i | 1 | i | i | i | i | 15
- Cc1ccn2cc(CNS(=O)(=O)c3ccc4ccccc4c3)nc2c1
→ i | i | -6 | . | i | -6 | i | i | i | i | -4
- CCOC(=O)Nc1nc(-c2ccc(F)cc2F)cs1
→ i | i | -5 | i | i | 1 | i | i | i | i | 2
- COc1ccc(/C=C2\SC(=S)N(CCCC(=O)NC3CCCC3)C2=O)cc1OC
→ i | i | -4 | i | i | -2 | i | i | i | i | -3
- O=C(CCc1nc(-c2ccccn2)no1)NCc1ccc2c(c1)OCO2
→ i | i | -4 | i | i | . | i | i | i | i | -3
- C=CCN1C(=O)CN=C1Nc1cc(C)cc(C)c1
→ i | i | -8 | i | i | -5 | i | i | i | i | -3
- Cc1ccc(C(=O)N2CCN(c3ccc([N+](=O)[O-])cc3-n3cccc3)CC2)cc1
→ i | i | -14 | i | i | 3 | i | i | i | i | -13
- COc1cccc(-c2csc3nnc(SCC(=O)c4ccc(NC(C)=O)cc4)n23)c1
→ i | i | -12 | i | i | 2 | i | i | i | i | -4
- CC12CC3(C)CC(C)(C1)CC(C(N)=O)(C2)C3
→ i | i | -10 | i | i | -2 | i | i | i | i | 5
- O=C(c1ccc(F)cc1)c1ccc(N2CCCCC2)cc1
→ i | i | -4 | i | i | -2 | i | i | i | i | 1
- Cc1cccc(CCNC(=O)C2CCCN(c3ncnc4c3nc3n4CCCCC3)C2)c1 (centres undefined)
→ i | i | -14 | i | i | -1 | i | i | i | i | 3
- Cc1onc(-c2ccccc2)c1C(=O)NC(C)C1CCCO1 (centres undefined)
→ i | i | -7 | i | i | -3 | i | i | i | i | 7
- COc1ccc(OCC(=O)N2CCN(C(=O)COc3ccc(Br)cc3)CC2)cc1
→ i | i | -12 | i | i | -5 | i | i | i | i | 4
- c1csc(Cn2c(-c3cccs3)nc3ccccc32)c1
→ i | i | -19 | i | i | 5 | i | i | i | i | -4
- O=C(COC(=O)c1ccco1)NCC1CCCO1 (centres undefined)
→ i | i | -9 | i | i | -3 | i | i | i | i | 1
- Cc1ccc(NC(=O)[C@@H](C)NC(=O)[C@@H]2Cc3ccccc3CN2)cc1
→ i | i | -10 | i | i | -3 | i | i | i | i | -7

Reprinted from the part before: four entries; new compounds follow.
Below each SMILES: KCNQ1 act | KCNK9 inh | hERG rescue | PolyA inh | TRPC4 agonist | Dyrk1A ADPGlo | KCNQ1 block | KCNK3 block | TRPC4 block | TRPC4 potent | Platelet DG rel
- COc1ccc(OCC(=O)N2CCN(C(=O)COc3ccc(Br)cc3)CC2)cc1
→ i | i | -12 | i | i | -5 | i | i | i | i | 4
- c1csc(Cn2c(-c3cccs3)nc3ccccc32)c1
→ i | i | -19 | i | i | 5 | i | i | i | i | -4
- O=C(COC(=O)c1ccco1)NCC1CCCO1 (centres undefined)
→ i | i | -9 | i | i | -3 | i | i | i | i | 1
- Cc1ccc(NC(=O)[C@@H](C)NC(=O)[C@@H]2Cc3ccccc3CN2)cc1
→ i | i | -10 | i | i | -3 | i | i | i | i | -7
- COc1ccc(C2/C=C\CN(S(=O)(=O)c3cccs3)CC(=O)N2Cc2ccc(F)cc2)cc1 (centres undefined)
→ i | i | -4 | i | i | . | i | i | i | i | 2
- c1ccc(-c2nc3cc4ccccc4cc3[nH]2)nc1
→ i | i | -10 | i | i | 8 | i | i | i | i | 48
- CCN(CC)C(=O)CSc1nc(O)c(Cc2ccccc2)c(=O)n1-c1ccccc1
→ i | i | 2 | i | i | -3 | i | i | i | i | -1
- COc1ccc(C(CNC(=O)COc2ccccc2-c2ccccc2)N2CCOCC2)cc1 (centres undefined)
→ i | i | -26 | i | i | -1 | i | i | i | i | 2
- Cc1nnc(N(C)C(=O)c2ccccn2)s1
→ i | i | -7 | i | i | -8 | i | i | i | i | -6
- Cn1c(=O)cc(SCC(=O)Nc2ccccn2)c2ccccc21
→ i | i | 0 | i | i | . | i | . | i | i | -3
- C=CCc1cc(OC)ccc1OCC(O)CN1CCN(c2ccc(OC)cc2)CC1 (centres undefined)
→ i | i | -18&-11 | i | i | -6&3 | i | i | i | i | -4&-1
- Nc1c(S(=O)(=O)O)cc(NC(=O)c2ccccc2)c2c1C(=O)c1ccccc1C2=O
→ i | i | -3 | i | i | 9 | i | i | i | i | -7
- CCc1cc(=O)[nH]c(SCC(=O)Nc2cc(C)on2)n1
→ i | i | -6 | i | i | -4 | i | i | i | i | -19
- Cn1c2c(c(=O)n(C)c1=O)C(c1ccccc1Cl)CC(=O)N2 (centres undefined)
→ i | i | 1 | i | i | 1 | i | i | i | i | 4
- COc1ccc(/C=C2\CCn3c2nc2cc(C(=O)O)ccc2c3=O)cc1O
→ i | i | -3 | i | i | 20 | i | i | i | i | -5
- CC(C)OCCCn1c(=N)c(S(=O)(=O)c2ccccc2)cc2c(=O)n3ccccc3nc21
→ i | i | -14 | i | i | 2 | i | i | i | i | 11
- C=CCNc1nc(-c2cccs2)c(CC(=O)O)s1
→ i | i | -7 | i | i | 23 | i | i | i | i | -3
- CCCCNC(c1ccccc1)c1ccncc1 (centres undefined)
→ i | i | -8 | i | i | 0 | i | i | i | i | -8
- COc1ccc2c(=O)c3c(=O)n(-c4ccc(C)cc4)c(-c4ccccc4)nc3oc2c1
→ i | i | -8 | i | i | . | i | . | i | i | 3
- Cc1ccc(N(C(=O)CCC(=O)Nc2nccs2)C(C(=O)NC(C)(C)C)c2ccc(O)cc2)cc1 (centres undefined)
→ i | i | -8 | i | i | -1 | i | i | i | i | 0
- CN(C)C(=O)CN(c1ccc2c(c1)OCO2)S(C)(=O)=O
→ i | i | -2 | i | i | -5 | i | i | i | i | -6
- COc1ccccc1OCC(=O)Nc1ccc(S(=O)(=O)N2CCOCC2)cc1
→ i | i | -7 | i | i | 1 | i | i | i | i | 3
- CCOC(=O)Cc1nnc(NC(=O)CSc2ccc(Cl)cc2)s1
→ i | i | -12 | i | i | -9 | i | i | i | i | -5
- C=CCC(CC=C)(NC(=O)c1ccccc1)c1ccccc1
→ i | i | -4 | i | i | -5 | i | i | i | i | -2
- CNc1nccc(-c2ccc(Cl)cc2)c1C#N
→ i | i | -9 | i | i | 16 | i | i | i | i | 3
- CCOC(=O)C1=C(C)N(c2ccccc2)C(=O)/C1=C\c1ccco1
→ i | i | -10 | i | i | -3 | i | i | i | i | 1
- S=C(NC1CCCC1)N1CCN(c2ccc(Cl)cc2)CC1
→ i | i | -3 | i | i | 1 | i | i | i | i | 2
- COCCOC(=O)C1=C(C)N(c2ccccc2)C(=S)NC1c1ccccc1C(F)(F)F (centres undefined)
→ i | i | -8 | i | i | 3 | i | i | i | i | 1
- Cc1ccc(S(=O)(=O)c2c(C)cc(C)nc2Oc2cccc(C(F)(F)F)c2)cc1
→ i | -7.3* | -6 | i | i | -3 | i | i | i | i | -56
- Cc1c(C(=O)NC(=S)NCc2cccnc2)oc2ccccc12
→ i | i | -3 | i | i | . | i | i | i | i | 9
- CCc1nnc(NC(=O)c2ccc(S(=O)(=O)N(CC)Cc3ccccc3)cc2)o1
→ i | i | -13 | i | i | -5 | i | i | i | i | -3
- C(=C\c1ccco1)/C1=NN(c2ccccc2)C(c2ccco2)C1 (centres undefined)
→ i | i | -15 | i | i | -4 | i | i | i | i | 7
- Cc1nc(-c2ccc(Cl)cc2)sc1C1(C)CC(c2ccccc2Br)=NO1 (centres undefined)
→ i | i | -10 | i | i | -3 | i | i | i | i | 3
- O=[N+]([O-])c1ccc(/C=C/c2ccc3cccc(O)c3n2)cc1
→ i | i | -7 | i | i | -3 | i | i | i | i | -8
- CC(NS(=O)(=O)c1c(N)n(C)c(=O)n(C)c1=O)c1ccccc1 (centres undefined)
→ i | i | -8 | i | i | . | i | i | i | i | 17
- COCCN(CCOC)C(=O)COC(=O)c1ccc(Cl)c(S(=O)(=O)N(C)c2ccccc2)c1
→ i | i | -14 | i | i | 2 | i | i | i | i | -10
- C=CCn1c(Oc2ccccc2)nc2c1c(=O)n(C)c(=O)n2C
→ i | i | -6 | i | i | -1 | i | i | i | i | 1
- Cc1cc(C)cc(OCC(=O)Nc2cccc(-c3nc4ncccc4o3)c2)c1
→ i | i | -17 | i | i | 1 | i | i | i | i | 2
- Cc1csc(NC(=O)c2ccc(C)o2)n1
→ i | i | -8 | i | i | 11 | i | i | i | i | -1
- COc1ccc(C(=O)N[C@H](C(=O)NCc2ccccc2)C(C)C)cc1
→ i | i | -10 | i | i | 3 | i | i | i | i | 7
- C(=C/c1ccnc2nc(SC/C=C/c3ccccc3)nn12)/c1ccccc1
→ i | i | -6 | i | i | 3 | i | i | i | i | -4
- CC(=O)N1CCN(c2ccc(NC(=O)C(C)Oc3ccc(Cl)cc3Cl)cc2)CC1 (centres undefined)
→ i | i | -8 | i | i | -3 | i | i | i | i | 11
- COc1ccc(C(=O)O/N=C(\C)c2cnccn2)cc1
→ i | i | 2 | i | i | 5 | i | i | i | i | 7
- Cc1cc(=O)[nH]c(SCC(=O)NCCc2ccccc2)n1
→ i | i | -8 | i | i | 4 | i | i | i | i | -7

An excerpt; rates above refer to the full screens.
